Screening results deposited in PubChem by Sanford-Burnham Center for Chemical Genomics.
APJ agonist: agonists of human APJ apelin receptor; CHO-K1 APJ PathHunter beta-arrestin, luminescence; 0% DMSO wells, 100% apelin; activation, % at 20 µM; actives 0.11% (n = 330,000); AID 2520;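 active = activation more than six SD over the plate average, tested at 20 µM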;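 note: 0% = DMSO alone and 100% = apelin-13 at 10 nM; some results filed as inactive read as strong as hits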
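Assay system: CHO-K1 APJ beta-arrestin complementation cell line / Compound: single test compound dose, 20 µM final, 1% DMSO / Times: overnight seeding, 90 min compound at 25 °C, 1 h detection / Technique: beta-gal luminescence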
CCR6 antagonist: antagonists of human CCR6 receptor. CHO-K1 CCR6 PathHunter beta-arrestin, luminescence, CCL20-stimulated. inhibition, % at 20 µM. AID 493098. P51684. actives 0.49% (n = 340,000);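 active = compounds whose inhibition of the agonist-driven luminescence signal at 20 µM reaches about 50%, limit read from the data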;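 note: cells stimulated with CCL20 at 14 nM final; plate controls were DMSO with CCL20 for no effect and DMSO without agonist for full effect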
CXCR6 inh: inhibitors of human CXCR6 receptor. CHO-K1 PathHunter CXCR6 beta-arrestin, luminescence. inhibition, % at 20 µM. actives 0.36% (n = 360,000). AID 602244; in the data active = inhibition above about 34%, passing the limit was not always enough;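 note: antagonist mode with CXCL16 agonist at 10 nM final; 0% = 10 nM CXCL16 with DMSO and 100% = unstimulated wells without agonist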
tim23-1 inh: inhibits growth of tim23-1 mutant yeast | S. cerevisiae tim23-1 growth, BacTiter-Glo luminescence, 24 h | inhibition, % at 20 µM | actives 1.3% (n = 330,000);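 active = growth inhibition of the mutant yeast at or above 50%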;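 note: temperature-sensitive mutant grown at 25 °C; plate controls were DMSO-treated mutant yeast for no effect and medium wells lacking yeast for full effect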
XBP1 UPR activ: activators of adaptive arm of unfolded protein response (XBP1) | CHO-XBP1 luciferase reporter, IRE1-XBP1 UPR activation, luminescence; percent of tunicamycin response, DMSO as zero | activation, % at 20 µM | actives 0.33% (n = 330,000);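 active = versus positive control, 20 µM dose yields 30% or more activation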;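 note: 100% = tunicamycin at 10 µg/mL and 0% = DMSO only wells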
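Assay system: IRE1-XBP1 luciferase reporter CHO line. Input: 1000 cells/well. Buffer or medium: F12 with 10% serum. Doses: 20 µM, 1% DMSO. Times: overnight seeding at 37 °C, 6 h compound treatment at 37 °C. Technique: Steady-Glo luciferase glow luminescence, 10 min after reagent addition.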
APJ antag: blocks the human apelin receptor APJ; P35414; inhibition, % at 20 µM; actives 0.32% (n = 330,000); CHO-K1 APJ beta-arrestin complementation, luminescence; AID 2521;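 active = inhibition above about 40% at 20 µM, limit read from the data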;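 note: cells challenged with 10 nM apelin-13 agonist together with compound; plate controls were apelin-13 plus DMSO wells for no effect and DMSO wells lacking apelin-13 for full effect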
UPR CHOP act: apoptotic UPR (CHOP) activation; CHO-CHOP luciferase reporter, luminescence; percent of tunicamycin response over DMSO baseline; activation, % at 10 µM; actives 0.34% (n = 330,000);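 active = at 10 µM dose, activation of 40% or more, normalized to positive control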;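 note: 100% = tunicamycin at 10 µg/mL and 0% = DMSO alone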
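Test system: CHO CHOP reporter cells. Input: 500 CHO-CHOP cells per well. Medium: F12 with 10% FBS. Technique: luciferase luminescence. Measure: percent activation relative to tunicamycin control. Dosing: 10 µM compound, 0.5% DMSO. Timing: 16-18 h cell attachment, then 6 h compound exposure, 37 °C.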
Mdm2-MdmX inh: disrupts the human Mdm2-MdmX interaction; O15151+Q00987; SaOS-2 split-luciferase Mdm2/MdmX complementation, luminescence; inhibition, % at 8 µM; actives 3% (n = 330,000); AID 485346;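 active = inhibition of at least 50% at 8 µM in the primary screen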
Target sequence (O15151 whole entry, looked up): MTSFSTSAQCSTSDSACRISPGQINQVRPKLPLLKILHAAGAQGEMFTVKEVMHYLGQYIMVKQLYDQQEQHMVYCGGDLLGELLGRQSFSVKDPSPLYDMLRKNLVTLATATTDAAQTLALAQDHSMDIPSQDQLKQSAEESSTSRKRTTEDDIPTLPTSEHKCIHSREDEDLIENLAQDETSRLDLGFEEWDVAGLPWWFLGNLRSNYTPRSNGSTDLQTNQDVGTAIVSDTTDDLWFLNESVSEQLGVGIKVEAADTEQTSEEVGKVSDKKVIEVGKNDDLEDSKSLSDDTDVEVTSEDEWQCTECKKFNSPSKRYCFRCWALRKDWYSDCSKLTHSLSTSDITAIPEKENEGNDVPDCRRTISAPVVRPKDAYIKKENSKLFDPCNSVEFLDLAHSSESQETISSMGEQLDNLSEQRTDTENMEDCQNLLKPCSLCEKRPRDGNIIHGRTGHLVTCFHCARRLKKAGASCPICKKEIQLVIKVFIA
Target sequence (Q00987 whole entry, looked up): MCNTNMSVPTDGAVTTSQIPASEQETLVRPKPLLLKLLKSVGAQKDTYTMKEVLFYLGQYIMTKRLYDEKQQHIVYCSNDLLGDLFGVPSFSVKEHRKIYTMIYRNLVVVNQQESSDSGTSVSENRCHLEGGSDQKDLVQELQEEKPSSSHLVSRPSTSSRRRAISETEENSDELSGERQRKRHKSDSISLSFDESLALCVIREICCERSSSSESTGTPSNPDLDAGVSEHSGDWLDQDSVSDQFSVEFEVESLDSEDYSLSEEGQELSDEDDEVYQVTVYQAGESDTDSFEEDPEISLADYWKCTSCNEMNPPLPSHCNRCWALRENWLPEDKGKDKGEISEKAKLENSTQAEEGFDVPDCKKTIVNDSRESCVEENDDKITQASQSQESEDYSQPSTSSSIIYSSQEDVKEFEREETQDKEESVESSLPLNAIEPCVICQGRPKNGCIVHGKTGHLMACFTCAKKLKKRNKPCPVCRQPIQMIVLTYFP
EBI2 antag: EBI2 (human) antagonism; P32249; EBI2 beta-arrestin recruitment, luminescence, 7a,25-OHC stimulated; inhibition, % at 5 µM; actives 0.81% (n = 360,000); AID 651636; in the data active = inhibition above about 38%;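 note: enzyme fragment complementation signal reports receptor beta-arrestin coupling in cells; 0% = agonist plus DMSO wells and 100% = wells without agonist; some results beyond the cut were filed as inactive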
Starred values were filed as active, the others as inactive; · = not tested or not shown; & = joins results of further samples. An excerpt (hit frequency here may not be typical).

SMILES	APJ agonist	CCR6 antagonist	CXCR6 inh	tim23-1 inh	XBP1 UPR activ	APJ antag	UPR CHOP act	Mdm2-MdmX inh	EBI2 antag
O=C(Cn1ncn2c(cc3ccccc32)c1=O)NCCC1=CCCCC1	-3	-1	2	23	-1	11	-0.9	2	-2
COc1ccc(C(=O)Nc2nc3cc(OC)c(OC)cc3c(=O)[nH]2)cc1	-2	-16	3	-21	0	-1	1.9	71*	4
CNS(=O)(=O)c1cccc(C(=O)OCC(=O)N(Cc2ccccc2)C(C)(C)C)c1	-1	4	1	2	-2	6	0.4	-21	5
Cc1nc2ccc(NC(=O)c3ccc(S(=O)(=O)N(C)c4ccccc4)cc3)cc2s1	-1	3	2	39	-2	10	1.3	49	19
CC12CN(S(=O)(=O)c3ccccc3)CC(C)(CN(S(=O)(=O)c3ccccc3)C1)C2	-5	15	1	11	-1	-14	-2.9	3	3
Cc1cc(C(=O)N2CCN(c3ccccc3Cl)CC2)c(C)o1	-1	6	4	33	1	17	4.2	-22	10
Cc1cnc(CNC(=O)CC2C(=O)NCCN2Cc2ccccc2C(F)(F)F)cn1 (stereo unspecified)	8	4	6	-1	-2	4	-0.5	16	-1
CCCOc1ccccc1NC(=O)/C=C/C(N)=O	-3	-4	-5	32	-4	9	6.3	26	-3
Cc1ccc(Cl)cc1NC(=O)CSc1nncn1-c1ccccn1	-4	-1	-10	4	-1	16	-0.7	30	-8
CC(C)(C)NC(=S)NNC(=O)c1ccccc1Cl	-5	3	6	15	1	32	-0.2	13	-10
CCOc1ccc(S(=O)(=O)N2Cc3ccccc3CC2C(=O)NCCCn2ccnc2)cc1 (stereo unspecified)	4	-6	0	8	1	-3	2.0	-8	9
Cc1cc(C)n(/C(=C\N(C)C)C(=O)c2cccc([N+](=O)[O-])c2)n1	-2	-10	-9	-2	1	-6	0.6	20	8
CNc1ccc([N+](=O)[O-])cc1	-1	4	4	-11	1	15	2.3	-14	6
Cc1cccc(OCc2nnc(SCC(=O)Nc3cccc(C(=O)N4CCOCC4)c3)n2C)c1	-1	15	1	11	1	-5	-0.7	-6	-8
COc1ccc(Cl)cc1NC(=O)C(C)N(C)Cc1cccc(Cl)c1Cl (stereo unspecified)	-3	17	3	5	-1	-6	-1.2	3	20

A different layout for some results above:
Screens in order: APJ agonist | CCR6 antagonist | CXCR6 inh | tim23-1 inh | XBP1 UPR activ | APJ antag | UPR CHOP act | Mdm2-MdmX inh | EBI2 antag
> Cc1ccc(Cl)cc1NC(=O)CSc1nncn1-c1ccccn1
  -4 | -1 | -10 | 4 | -1 | 16 | -0.7 | 30 | -8
> Cc1cccc(OCc2nnc(SCC(=O)Nc3cccc(C(=O)N4CCOCC4)c3)n2C)c1
  -1 | 15 | 1 | 11 | 1 | -5 | -0.7 | -6 | -8
> Cc1cnc(CNC(=O)CC2C(=O)NCCN2Cc2ccccc2C(F)(F)F)cn1 (stereo unspecified)
  8 | 4 | 6 | -1 | -2 | 4 | -0.5 | 16 | -1
> COc1ccc(Cl)cc1NC(=O)C(C)N(C)Cc1cccc(Cl)c1Cl (stereo unspecified)
  -3 | 17 | 3 | 5 | -1 | -6 | -1.2 | 3 | 20
> Cc1nc2ccc(NC(=O)c3ccc(S(=O)(=O)N(C)c4ccccc4)cc3)cc2s1
  -1 | 3 | 2 | 39 | -2 | 10 | 1.3 | 49 | 19

(continued)
SMILES	APJ agonist	CCR6 antagonist	CXCR6 inh	tim23-1 inh	XBP1 UPR activ	APJ antag	UPR CHOP act	Mdm2-MdmX inh	EBI2 antag
O=C(c1nc(-c2ccccc2)n(-c2ccccc2)n1)N1CCN(S(=O)(=O)c2ccccc2)CC1	0	-8	4	18	2	-4	0.8	12	11
CCc1nn(CCCN2CCN(c3cccc(Cl)c3)CC2)c(=O)n1CCOc1ccccc1	-2	23&14	-10&-7	13	-5	3	-2.2	-1	-3&3
O=C(CC1Nc2ccccc2NC1=O)Nc1ccc2c(c1)OCO2 (stereo unspecified)	-2	1	-4	-8	-5	2	3.1	0	-9
COc1ccc(N(Cc2cc(=O)[nH]c3ccccc23)C(=O)CCl)cc1	-2	7	1	13	-11	-3	-1.2	100*	0
O=C(/C=C/c1ccccc1)N(c1ccccn1)C1CCCCC1	1	-6	-1	24	-2	0	-0.7	20	6
COc1cc(C2Nc3ccc4ncccc4c3C3=C2C(=O)CCC3)cc(OC)c1OC (stereo unspecified)	-2	7	-14	12	10	-4	2.1	-19	7
CCOc1ccc(/C=C2\SC(=O)N(CCNC(=O)C3COc4ccccc4O3)C2=O)cc1OC (stereo unspecified)	-1	0	-4	30	2	-3	2.3	22	4
CC1CCN(C(=O)CCC(=O)N2CC(C)Oc3ccccc32)CC1 (stereo unspecified)	-6	4	-1	3	3	9	-0.9	11	6
O=C(Nc1ccc(Cl)cn1)c1ccc(Br)c(S(=O)(=O)N2CCCCC2)c1	-4	17	-4	19	-1	-8	-0.2	23	13
Cc1ccc2nc(Nc3ccc(C)c(C)c3)c3nncn3c2c1	-2	-5	-8	25	4	1	6.2	-13	-3
CCOc1nc(Nc2ccc(OC)cc2OC)nc(OCC)n1	-1	12	7	21	-3	-8	1.0	24	-14
Cc1ccc(CNC(=O)c2cccnc2Sc2cccc(Cl)c2)cc1	4	6	-4	-2	1	2	1.6	0	3
CC(=O)N1CCN(c2ccc(NCc3cccc(C)c3)cc2)CC1	0	-6	-13	10	1	2	1.4	-11	0
COc1ccc(C2=NN(C(=O)CCC(=O)O)C(c3ccc(Br)cc3)C2)cc1 (stereo unspecified)	-3	0	-2	-1	-5	24	-0.1	17	-3
CC(C)OC(=O)NC(Nc1ccccc1C(=O)O)(C(F)(F)F)C(F)(F)F	-3	10	-6	8	-2	40	-1.2	-8	-6

Next section, overlapping the part above by 2 compounds.
SMILES	APJ agonist	CCR6 antagonist	CXCR6 inh	tim23-1 inh	XBP1 UPR activ	APJ antag	UPR CHOP act	Mdm2-MdmX inh	EBI2 antag
COc1ccc(C2=NN(C(=O)CCC(=O)O)C(c3ccc(Br)cc3)C2)cc1 (stereo unspecified)	-3	0	-2	-1	-5	24	-0.1	17	-3
CC(C)OC(=O)NC(Nc1ccccc1C(=O)O)(C(F)(F)F)C(F)(F)F	-3	10	-6	8	-2	40	-1.2	-8	-6
COC(=O)n1c(=O)oc2ccc(S(=O)(=O)N3CCCCC3)cc21	2	6	-10	2	-3	-22	-0.5	17	-2
CCCCNC(=O)C1CCC(CNS(=O)(=O)c2ccc(C)cc2)CC1 (stereo unspecified)	-3	-2	-4	6	-2	0	-1.0	2	-3
O=C(C1CCN(S(=O)(=O)c2ccc3ccccc3c2)CC1)N1CCN(c2ncccn2)CC1	3	-24	4	40	-3	-1	-0.7	32	0
COc1ccc(C(=O)N2CCN(CCNC(=O)C(=O)Nc3ccc(Br)cc3)CC2)cc1	4	11	1	-2	-6	10	5.3	32	17
COC(=O)c1ccc(C2NCCc3cc(OC)c(OC)cc32)cc1 (stereo unspecified)	-7	15	-1	14	0	-1	-0.8	17	3
O=C(O)C1CCCN1C(=O)Oc1ccccc1 (stereo unspecified)	0	9	-2	-7	0	11	-1.0	16	5
CCC(C)N(C(=O)CSc1nnc(-c2ccco2)n1C)C1CCS(=O)(=O)C1 (stereo unspecified)	-6	2	-1	12	-1	12	1.0	-3	2
c1ccc2c(c1)CCN2CCN1CCc2ccccc21	-3	2	-1	11	0	4	0.0	0	4
O=C(Cn1cnc2c(NCc3ccccc3)ncnc21)N1CCN(c2ccccn2)CC1	·	25	-5	26	1	·	3.3	19	2
COc1ccc(/C=C/C(=O)NCc2nc3ccccc3[nH]2)cc1OC	2	12	-10	3	1	2	0.9	6	-5
COc1ccccc1-n1c(-c2ccco2)n[nH]c1=S	0	-15	-3	8	-2	2	1.8	-3	-8
Cc1ccc(-c2cc(C(=O)O)n[nH]2)s1	-2	-15	1	1	-1	4	-1.2	13	2
O=C(CSc1nnc(NC2CC2)s1)NN1C(=O)NC2(CCCCC2)C1=O	-4	-2	-8	5	0	23	2.4	10	8
O=C1CC(c2ccccc2)CC(O)=C1C=NCCN1CCN(C(=S)Nc2cccc(Cl)c2)CC1 (stereo unspecified)	-1	10	5	10	-6	7	1.0	31	-2
CCCCNc1ccc(S(=O)(=O)c2cccc([N+](=O)[O-])c2)cc1[N+](=O)[O-]	5	0	1	16	-2	-19	-0.5	17	-9
CCCCn1c(N)c(N(CC(C)C)C(=O)c2cc(Cl)nc3ccccc23)c(=O)[nH]c1=O	-2	-1	7	15	-2	5	0.3	33	-3
N#CC1=C(S)N=C(N)C(c2nc(-c3ccccc3)cs2)C12CCCCC2 (stereo unspecified)	-1	9	6	14	-4	-11	2.3	21	-4
Fc1ccccc1Sc1ccccc1CNC1=NCCN1	-4	-3	-8	10	0	-25	3.5	-15	-12
COc1ccc(C(=O)NC(C)CCCC(C)(C)O)cc1OC1CCN(C(C)=O)CC1 (stereo unspecified)	-2	10	9	-11	-4	-17	1.9	15	-6
Cc1ccc(S(=O)(=O)N2CCCC(c3nc4c(nnn4Cc4ccc5c(c4)OCCO5)c(=O)[nH]3)C2)cc1 (stereo unspecified)	0	17	13	-10	3	3	0.8	34	35
CC(C)(C)NS(=O)(=O)c1ccc2nc(NC(=O)c3ccc(N4C(=O)CCC4=O)cc3)sc2c1	-2	-12	5	-46	-3	-2	0.9	4	2
NS(=O)(=O)c1ccc(CNC(=O)c2cc(-c3ccccn3)nc3ccc(Cl)cc23)cc1	-2	4	0	-3	-2	2	-0.4	51*	-1
CCOC(=O)C1=C(C(F)(F)F)Nc2ncnn2C1c1cc(OC)c(OC)cc1OC (stereo unspecified)	1	7	-6	17	-3	1	1.2	-26	-13
Cc1cc(=O)n2c3ccccc3n(CC(O)CN3CCOCC3)c2c1C#N (stereo unspecified)	1	-2	3	-15	2	18	-0.7	17	-6
CN(C)c1ccc(/C=N/NC(=O)c2ccccc2Cl)cc1	-1	7	-5	-7	4	-2	1.5	-8	-6
